High-throughput results: PubChem BioAssay, several laboratories
KOR beta-arrestin-1: kappa opioid receptor activators – cell-based, luminescence, uHTS, primary screen (AID 1777). KOR beta-arrestin recruitment, luminescence; higher % means a stronger effect. one-dose activation, % at 10 µM; EC50 in µM for titrated hits. 280,000 compounds, 0.02% hits; in the data active = activation above about 50%, passing the limit was not always enough; also: a part of the inactive calls stands beside numbers as strong as those of hits
KOR beta-arrestin-2: KOR antagonists, beta-arrestin recruitment, cell-based, luminescence, uHTS (AID 1778). KOR beta-arrestin recruitment, luminescence, antagonist mode; higher % means a stronger effect. inhibition, % at 10 µM, or IC50 in µM where a hit was titrated. 290,000 compounds, 0.091% hits; also: strong numbers were not always called active
HEK293 NOD2/NF-kB: inhibition of NOD2-driven NF-kB reporter – cell-based, luminescence, uHTS, HEK293 (AID 1566); HEK293 NOD2/NF-kB luciferase reporter, luminescence; higher % means a stronger effect; inhibition, % at 4 µM, or EC50 in µM where a hit was titrated; 290,000 compounds, 0.63% hits; also: many of its hits are not listed in these tables
NTR1 agonist: NTR1-driven beta-arrestin-GFP spot formation – imaging, U2OS cells, high content, primary screen (AID 493036) | P30989 | agonist mode | activation, % at 20 µM | 330,000 compounds, 0.17% hits;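 active = activation at or above 40% of the spot to cytoplasm intensity ratio, with at least 20 cells analyzed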;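 also: 0% = DMSO without peptide and 100% = 100 nM NTR1 peptide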
Target sequence (P30989 whole entry, looked up): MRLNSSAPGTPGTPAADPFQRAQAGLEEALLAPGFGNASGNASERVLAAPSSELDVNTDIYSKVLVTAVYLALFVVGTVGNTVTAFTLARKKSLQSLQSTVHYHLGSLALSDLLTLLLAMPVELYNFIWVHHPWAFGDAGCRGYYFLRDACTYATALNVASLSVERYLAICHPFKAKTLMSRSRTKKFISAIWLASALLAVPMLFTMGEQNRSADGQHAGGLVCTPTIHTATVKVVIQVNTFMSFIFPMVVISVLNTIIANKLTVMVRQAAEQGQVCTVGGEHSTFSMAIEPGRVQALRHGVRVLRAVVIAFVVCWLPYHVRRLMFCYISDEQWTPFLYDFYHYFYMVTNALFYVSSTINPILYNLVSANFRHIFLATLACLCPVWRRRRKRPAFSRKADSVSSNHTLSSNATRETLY
GPR55 beta-arrestin: GPR55 agonists via beta-arrestin recruitment, primary screen, imaging, U2OS cells, beta-arrestin-GFP redistribution (AID 1961); U2OS GPR55 beta-arrestin-GFP redistribution imaging; higher % means a stronger effect; activation, % at 10 µM, or EC50 in µM where a hit was titrated; 290,000 compounds, 0.048% hits;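 active = activation above 40% with more than 50 cells counted in the well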;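 also: U2OS osteosarcoma cells stably expressing GPR55 and beta-arrestin-GFP; plate controls were DMSO negative control for no effect and LPI positive control for full effect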
T cell modulator: T cell immune modulation candidate. 2C CD8+ T cell-vesicle binding, flow cytometry; stronger effect = lower value. calls only at 7 µM. 330,000 compounds, 0.068% hits;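 active = response, share of CD8 T cells binding vesicles, and their 90th percentile fluorescence all below set limits, cut at about 80% in these data, passing the limit was not always enough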
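incubation = binding step 1.5 h, 37 °C, antibody labelling 20 min, ice | test system = 2C mouse CD8+ T cells | read-out basis = percent CD8+ FL2 mean versus row control | controls = Peptide-free naked vesicles (low) and QL9 vesicles with 0.7% DMSO vehicle (high) | detection = flow cytometry of vesicle-bound cells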
NOD1 NF-kB reporter: NOD1 signaling inhibitors, primary screen, cell-based, luminescence, uHTS (AID 1578); inhibition, % at 4 µM; hits with a dose series show EC50 in µM; 290,000 compounds, 1% hits; NOD1-driven NF-kB luciferase reporter cells, luminescence; higher % means a stronger effect; in the data active = inhibition mostly above about 36%, no sharp cut-off; inactive = mostly below about 34%;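 also: HEK-293T reporter cells stimulated with the NOD1 agonist gamma-tri-DAP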
GPR55 LPI antagonism: GPR55 antagonists blocking LPI-driven arrestin recruitment, primary screen, imaging, U2OS, beta-arrestin-GFP, LPI agonist (AID 2013); U2OS GPR55 beta-arrestin-GFP translocation imaging, LPI antagonism; higher % means a stronger effect; 290,000 compounds, 0.13% hits; inhibition, % at 10 µM; hits with a dose series show IC50 in µM;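 active = spots per cell inhibited over 60%, with over 100 cells counted and total cytoplasm intensity under 500,000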;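 also: U2OS cells stably carrying GPR55 and arrestin-GFP stimulated by 5 µM LPI near EC80; imaged beta-arrestin-GFP aggregate spots per cell after agonist stimulation; plate controls were LPI-stimulated DMSO wells for no effect and DMSO wells without LPI for full effect; some results filed as inactive read as strong as hits; confirmed hits need IC50 under 10 µM and bright autofluorescent wells are also inconclusive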
Myeloid diff MLP: compounds promoting myeloid differentiation. ER-HoxA9 myeloid progenitors, lysozyme-GFP differentiation, flow cytometry. calls only at 10 µM. 360,000 compounds, 1% hits. AID 624256;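 active = normalized GFP-positive differentiation at or above the plate's own cutoff, the solvent-only control mean plus 3 SD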;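 also: cells exposed to compound for four days before flow analysis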
T cell modulator vesicle-bound %: further read-out of T cell modulator, marked with its call; double positive events, %; measured here: CD8+ vesicle-bound cell fraction;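 binding gate set so that unloaded-vesicle control wells show 10% double positive cells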
NTR1 agonist cell count 20 µM: second read-out of NTR1 agonist, no call of its own (marks repeat the call); cell count; measured here: cell count, cytotoxicity flag
Myeloid diff MLP GFP+ MAC1+ %: recorded beside Myeloid diff MLP, whose call it bears; GFP+ MAC1+ double positive, %; measured here: differentiation confirmed by MAC1 staining
The depositor's hits bear a star; i = inactive; . = no result given; + = active, no number; [ ] = remark or other dose. Rule as the data show it, unless noted: active = inhibition above about 50%; inactive = the rest.

The line under a structure holds: KOR beta-arrestin-1, KOR beta-arrestin-2, HEK293 NOD2/NF-kB, NTR1 agonist, NTR1 agonist cell count 20 µM, GPR55 beta-arrestin, T cell modulator, T cell modulator vesicle-bound %, NOD1 NF-kB reporter, GPR55 LPI antagonism, Myeloid diff MLP, Myeloid diff MLP GFP+ MAC1+ %
> COc1ccc2c(c1OC)C(=O)OC2CC(=O)c1ccc2c(c1)OCO2 (configuration not stated)
 : 2.5%, -21%, 6%, -0.3, 80, -0.2%, i, 10, -17%, 6%, i, 3.0
> CN(C(=O)CSc1nc2ccc([N+](=O)[O-])cc2s1)C1CCS(=O)(=O)C1 (configuration not stated)
 : -0.2%, 6%, 10%, 2.3, 70, -0.1%, i, 19, -2%, -2%, i, 0.8
> Cc1n[nH]c(C)c1S(=O)(=O)N1CCCC(C(=O)NCc2ccccc2Cl)C1 (configuration not stated)
 : 0.4%, -18%, 18%, -0.5, 72, -0.2%, i, 23, 17%, 7%, i, 0.4
> Cc1cccc(OCc2nc(C)cc(=O)[nH]2)c1
 : 0.4%, 9%, -1%, ., ., -0.2%, ., ., -31%, 4%, i, 0.5
> C=CCNC(=O)C12CC3(C)CC(C)(CC(C)(C3)C1)C2
 : 1.6%, -96%, -6%, 1.5, 42, -0.1%, i, 56, -1%, 28%, i, 1.1
> COc1ccccc1NC(=O)NNC(=O)c1ccc2ccccc2c1
 : -3.4%, -31%, 10%, -0.1, 55, -0.1%, i, 64, -50%, 5%, i, 0.8
> Cc1ccc(S(=O)(=O)CCC(=O)OCC(=O)c2c[nH]c3ccccc23)cc1
 : 5.6%, -22%, -4%, -0.5, 55, -0.3%, i, 53, 17%, 10%, i, 0.3
> CCOc1ccc(-n2nc3ccc(N)cc3n2)cc1
 : 1.7%, -16%[20 µM], -6%, 3.4, 72, -0.1%, i, 31, -9%, 17%, i, 0.5
> O=S(=O)(Nc1ccc(Br)cn1)c1ccc2ccccc2c1
 : 3.7%, -23%, -2%, 0.2, 46, -0.2%, i, 42, -3%, 5%, i, 2.5
> COc1ccc(N2Cc3ccccc3C2=NC(=O)c2cccc([N+](=O)[O-])c2)cc1
 : -2.7%, 16%, -13%, 1.5, 80, 0.6%, i, 45, -16%, 3%, i, 0.6
> COc1ccc(/C=N/NC(=S)Nc2cccc(C(=O)O)c2)cc1
 : -4.8%, -27%, -31%, -2.2, 55, 0.5%, i, 54, -3%, -3%, i, 0.8
> Cc1nnc(SCC(=O)NC2CCCC2)s1
 : -0.8%, -70%, 5%, -0.5, 54, -0.1%, i, 45, 20%, -5%, i, 1.1
> O=C(O)C1CC1C(=O)Nc1nc2c(Cl)cccc2s1 (configuration not stated)
 : 9.9%, -3%, -10%, 0.0, 98, -0.1%, i, 39, 8%, 5%, i, 0.2
> O=C(NCc1ccco1)c1ccc(Cn2c(=S)[nH]c3ccccc3c2=O)cc1
 : -0.7%, -29%, 6%, 1.5, 48, 0.4%, i, 47, -1%, 9%, i, 0.8
> CCOC(=O)Cc1c[nH]c2ccccc12
 : 0.1%, 19%, 8%, 3.7, 53, -0.1%, i, 31, 1%, 20%, i, 6.7
> Cc1nc(N)[nH]c(=O)c1CC(=O)OCCCl
 : 2.8%, 28%, 10%, 0.1, 69, -0.2%, i, 22, -4%, 2%, i, 0.5
> Cc1cccc(NC(=O)C2CCN(S(=O)(=O)c3cccc4nonc34)CC2)c1
 : -1.7%, -34%, -10%, -1.5, 52, 0.2%, i, 28, -8%, -3%, i, 0.3
> COc1ccccc1N1CCN(S(=O)(=O)c2ccc(Cl)cc2)CC1
 : -2.9%, 21%, 5%, 1.8, 93, 0.0%, i, 37, 0%, 8%, i, 1.2
> O=C(O)c1ccc(-c2ccc(/C=N/Nc3ccc([N+](=O)[O-])cc3)o2)cc1
 : 2.3%, 13%, 0%, 5.2, 52, -0.1%, i, 27, -7%, 1%, +, 7.7*
> COc1cc(C2=NOC(C(=O)NCc3ccccn3)C2)cc(OC)c1OC (configuration not stated)
 : 6.2%, -29%, 11%, -0.6, 76, -0.1%, i, 28, 3%, -8%, i, 0.2
> COCCn1c(=S)[nH]c2cc(C(=O)N3CCN(c4ccccc4OC)CC3)ccc2c1=O
 : -3.2%, 2%, 15%, 2.0, 77, -0.1%, i, 51, 4%, 3%, i, 0.5
> CC(C)(C)NC(=O)N1CCn2cccc2C1c1ccccc1F (configuration not stated)
 : 0.7%, 25%, -1%, 1.5, 56, -1.0%, i, 40, -24%, 1%, i, 0.5
> COc1ccc(S(=O)(=O)NNC(=O)c2cccs2)cc1
 : 4.1%, 16%, 2%, 0.1, 33, -0.2%, i, 28, -22%, 2%, i, 0.4
> CC(=O)Nc1ccc(Oc2cncc(Cl)c2)nc1
 : 1.1%, 14%, 23%, -0.5, 51, 0.2%, i, 36, 16%, -7%, i, 0.5
> COc1cccc(CN2CCN(Cc3cccc4c3OCO4)CC2CCO)c1 (configuration not stated)
 : ., -8%[20 µM], 16%, -0.5, 45, 0.0%, i, 36, -6%, 14%, i, 0.0
> Cc1ccc(C(=O)NCCSCc2ccccc2)cc1[N+](=O)[O-]
 : 8.3%, ., -5%, 2.9, 46, 0.2%, i, 33, -15%, -3%, i, 0.3
> COc1ccccc1N1CC(C(=O)Nc2nnc(SCc3ccccn3)s2)CC1=O (configuration not stated)
 : 4.7%, -15%, -4%, -1.5, 56, -0.1%, i, 48, 9%, -22%, i, 0.4
> N#Cc1c(N2CCCCC2)nc(N)c2c(N)nc3c(c12)CC(CCl)O3 (configuration not stated)
 : 0.0%, -11%, 7%, 1.9, 58, -0.2%, i, 38, -22%, -4%, i, 0.3
> CCSc1nnc(-c2ccccc2NC(=O)CC)c(=O)[nH]1
 : -3.1%, -30%, 6%, -1.6, 79, 0.3%, i, 59, -15%, -1%, i, 0.1
> O=C(c1ccc(F)cc1)C1CCN(Cc2cn[nH]c2-c2ccc(F)cc2)CC1
 : -3.7%, 18%, 11%, 8.4, 49, 0.5%, i, 29, -8%, 19%, i, 1.1
> Cc1ccc(C2OCC3(CO)COC(c4ccc(C)cc4)N23)cc1 (configuration not stated)
 : 2.1%, -34%, -5%, 0.8, 52, -0.2%, i, 22, 7%, 11%, i, 3.8
> COc1ccccc1NC(=O)c1ccc(NC(=O)CSc2n[nH]c(N)n2)cc1
 : 4.4%, 42%, 6%, 2.7, 78, -0.3%, i, 50, -26%, 3%, i, 0.3
> CCC1CCCCN1Cc1nc2c(c(=O)n(C)c(=O)n2C)n1CCC(C)C (configuration not stated)
 : -3.9%, -57%, 7%, 5.7, 58, -0.1%, i, 33, 2%, 4%, i, 2.9
> CSc1nc(Nc2ccc(Cl)cc2)c(C#N)c(=O)[nH]1
 : -1.6%, -29%[20 µM], -9%, 0.6, 52, -0.2%, i, 66, -39%, -15%, i, 0.3
> CCN(C(=O)COC(=O)c1c2c(nc3ccccc13)/C(=C/c1ccccc1)CC(C)C2)C1CCS(=O)(=O)C1 (configuration not stated)
 : -3.9%, ., 6%, 6.1, 45, 0.1%, i, 42, -1%, 2%, +, 2.0*
> COc1ccccc1NC(=O)CSc1ccc(-c2cccs2)nn1
 : -5.0%, 4%, 29%, 2.0, 50, 0.1%, i, 32, 3%, 11%, i, 0.3
> Clc1ccc(/C=C/c2nc3ccccc3[nH]2)cc1
 : 0.8%, -51%, -206%, -0.3, 88, 0.0%, i, 30, -15%, -7%, i, 1.7
> CCOc1ccc(-n2c(C)c(C(C)=O)c3cc(O)ccc32)cc1
 : 40%, 0%, ., 2.5, 80, -0.3%, i, 52, ., 11%, i, 0.3
> COc1cccc(CNC(=O)C2CCN(S(=O)(=O)c3ccccc3)CC2)c1
 : -2.3%, 13%, 15%, 3.9, 62, -0.1%, i, 11, 1%, 2%, i, 1.0
> C=CCNC(=O)C1CCN(c2nc(C)cc(-c3ccccc3)n2)CC1
 : -1.1%, -11%, -40%, 0.1, 88, 0.3%, i, 40, -66%, -5%, i, 6.3
> Cc1cc(NS(=O)(=O)c2ccc(NC(=O)c3cc4ccccc4o3)cc2)nc(C)n1
 : 0.3%, -44%, -4%, -0.4, 46, -0.1%, i, 16, -12%, 8%, i, 0.6
> COC(=O)N/N=C(\C)c1cccs1
 : -1.7%, 27%, -3%, -1.3, 34, -0.1%, i, 47, -8%, 2%, i, 0.7
> CCn1c(SCC(=O)Nc2sc3c(c2C#N)CCCC3)nnc1-c1ccncc1
 : -2.7%, 29%, 4%, 3.0, 74, -0.3%, i, 37, 7%, 9%, i, 0.7
> Cc1ccc2nc3c(cc(C#N)c(=N)n3CC3CCCO3)c(=O)n2c1 (configuration not stated)
 : 7.4%, 15%, 14%, ., ., 0.2%, ., ., 4%, 11%, ., .
> O=C(CN1CCOCC1)N/N=C/C=C/c1ccccc1
 : -4.1%, -22%, 4%, 0.3, 49, 0.5%, i, 60, -39%, 0%, i, 0.2
> Cc1ccc(NC(=O)NC(=O)CSc2nnc(-c3ccc(OC(F)F)cc3)n2N)c(C)c1
 : -2.7%, -24%, -12%, 1.0, 32, -0.1%, i, 53, 25%, 3%, i, 0.4

Some of these compounds in order of the KOR beta-arrestin-2 value, largest number first.
SMILES,KOR beta-arrestin-1,KOR beta-arrestin-2,HEK293 NOD2/NF-kB,GPR55 beta-arrestin,T cell modulator,T cell modulator vesicle-bound %,NOD1 NF-kB reporter,GPR55 LPI antagonism,Myeloid diff MLP GFP+ MAC1+ %
Cc1ccc2nc3c(cc(C#N)c(=N)n3CC3CCCO3)c(=O)n2c1 (configuration not stated),7.4%,15%,14%,0.2%,.,.,4%,11%,.
Cc1ccc(NC(=O)NC(=O)CSc2nnc(-c3ccc(OC(F)F)cc3)n2N)c(C)c1,-2.7%,-24%,-12%,-0.1%,i,53,25%,3%,0.4
Cc1cc(NS(=O)(=O)c2ccc(NC(=O)c3cc4ccccc4o3)cc2)nc(C)n1,0.3%,-44%,-4%,-0.1%,i,16,-12%,8%,0.6

A portion of the library (hit frequency here may not be typical).
